Screens: PubChem, National Center for Advancing Translational Sciences (NCATS)
Vif-APOBEC3F blk – blocks the Vif interaction with APOBEC3F. AID 602313. 0.2% of 390,000 active. Potency, µM (highest dose often 46.1 µM), inactives show at the top dose activity, negative = active. HeLa A3F-eYFP + Vif (tagged APOBEC3F with the HIV-1 protein that degrades it), YFP fluorescence increase; note: potency is the fitted concentration of half-maximal effect; % of control where 0% means no effect; nearly all actives have a fitted effect of over 65% in size
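Fluorescence increase (Ex 488/Em 500-530) after overnight compound treatment at 37 deg C flags inhibition of Vif-driven A3F-eYFP loss in stable HeLa A3F-eYFP/Vif cells seeded overnight beforehand.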
USP1 inh – USP1/UAF1 (human) deubiquitinase inhibition | O94782 | recombinant USP1/UAF1, Ub-Rhodamine cleavage fluorescence | Potency, µM (top dose mostly 57.1 µM), inactives show top-dose activity change, negative = inhibition, actives largely listed as inhibitors | 0.23% of 390,000 active | AID 743255; note: potency is the fitted concentration of half-maximal effect; % is set by controls: 0 for no effect and ±100 for the full control effect; nearly all actives have a fitted effect of over 60% in size; inactives centre near -12
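USP1/UAF1 complex at 1 nM was preincubated with compound for 15 min at room temperature, then Ub-Rho substrate (150nM final) was added. Fluorescence (480/540 nm) was read kinetically, 6 reads every 60 seconds.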
LDHA block – LDHA (human) enzyme inhibition; AID 1347041; 0.15% of 480,000 active; P00338; purified LDHA, NADH/diaphorase-resazurin fluorescence; active compounds read low; activity change, % (values are at about 110 or 230 µM); in the data active = activity change below about -30%; inconclusive = mostly about -25% to -30%;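 note: plate controls were DMSO wells for no effect and wells without enzyme for full effect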
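Human LDH5 at 2 nM final in Tris HCl pH 7.4 with 0.06 mM NADH and 0.2 mM pyruvate, reacted 5 minutes at room temperature. Remaining NADH coupled via diaphorase/resazurin; resorufin fluorescence read at 0 and 20 minutes, normalized to enzyme-free and DMSO wells.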
PI4K2A inh – blocks human PI4K2A kinase activity; Q9BTU6; purified PI4K2A, ADP-Glo luminescence, 1 h; active compounds read low; activity change, negative = inhibition, % at 76.9 µM; 0.13% of 420,000 active; in the data active = activity change below about -50%; inconclusive = mostly about -30% to -49%;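 note: -100% = wells without enzyme as full effect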
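In this quantitative HTS, ADP production by PI4K2A was quantified luminescently after 1 h at ambient temperature; 100 microM adenosine served as plate-quality control.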
RXFP1 ag – activates the human relaxin receptor RXFP1. Q9HBX9. HEK293T-RXFP1 cAMP TR-FRET, 30 min; response scale: percent of porcine relaxin response, buffer zero. Potency, µM (highest dose often 57.5 µM), for inactives: at the highest dose activation, actives largely listed as activators. 0.3% of 370,000 active. AID 2676; note: potency is the fitted concentration of half-maximal effect; % is set by controls: 0 for no effect and ±100 for the full control effect; nearly all actives have a fitted effect of over 60% in size; many of its hits are not listed in these tables
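cAMP rise read by TR-FRET after 30 min, 37C compound exposure (up to 58 uM) in RXFP1-transfected HEK293 cells with Ro 20174 present. EC50 from Hill-equation fits, with 29 nM porcine relaxin as 100% and buffer as basal.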
mIDH1 inhibitor – inhibitors of human mutant IDH1 R132H; O75874; IDH1-R132H enzyme, NADPH consumption, diaphorase/resazurin fluorescence; Potency, µM (doses to about 76.6 µM), for the others: at the top dose activity change, negative = inhibition, hits mostly inhibitors; 0.093% of 390,000 active; AID 602179; note: potency is the fitted concentration of half-maximal effect; % is set by controls: 0 for no effect and ±100 for the full control effect; nearly all actives have a fitted effect of over 65% in size
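IDH1-R132H (0.5 ug/mL dispensed) in pH 7.5 Tris buffer was preincubated 30 min with compound, then given a substrate mix of 0.016 mM NADPH and 2 mM alpha-KG for 80 min at room temperature; remaining NADPH was read by diaphorase/resazurin fluorescence.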
TrxR1 substrate – rat thioredoxin reductase 1 substrate activity. O89049. 0.01% of 390,000 active. AID 588456. purified TrxR1 substrate turnover, NADPH consumption readout. Potency, µM (doses to about 114 µM), without a hit: at the top dose activity change, negative = substrate turnover; note: potency is the fitted concentration of half-maximal effect; % is set by controls: 0 for no effect and ±100 for the full control effect; nearly all actives have a fitted effect of over 50% in size
Target sequence (O89049 whole entry, looked up): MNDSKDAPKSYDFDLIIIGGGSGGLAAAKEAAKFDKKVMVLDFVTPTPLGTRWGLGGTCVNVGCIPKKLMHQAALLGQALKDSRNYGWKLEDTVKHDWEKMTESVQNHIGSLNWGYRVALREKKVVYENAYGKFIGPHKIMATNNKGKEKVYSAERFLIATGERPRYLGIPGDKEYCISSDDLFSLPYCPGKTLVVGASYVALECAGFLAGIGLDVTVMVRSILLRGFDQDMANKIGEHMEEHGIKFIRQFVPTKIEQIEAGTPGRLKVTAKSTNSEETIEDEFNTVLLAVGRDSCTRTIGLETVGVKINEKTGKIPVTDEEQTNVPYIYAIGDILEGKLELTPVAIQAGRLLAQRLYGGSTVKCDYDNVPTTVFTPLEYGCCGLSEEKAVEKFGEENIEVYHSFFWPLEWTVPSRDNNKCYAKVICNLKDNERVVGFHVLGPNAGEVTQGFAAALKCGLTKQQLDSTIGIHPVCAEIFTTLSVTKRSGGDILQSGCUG
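Rat TrxR1, dispensed at 90 nM, was prereduced with 400 uM NADPH (final) for 5 min at ~22 deg C, then incubated with compound 15 min before 400 uM selenite. A first-read NADPH fluorescence drop versus no-compound background flagged substrates.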
Vif-APOBEC3G blk – inhibitors of Vif-APOBEC3G interaction; Q9HC16; HeLa A3G-eYFP + Vif (tagged APOBEC3G with the HIV-1 protein that degrades it), YFP fluorescence, overnight; Potency, µM (series often up to 46.1 µM), inactives show at the highest dose activity, negative = active, usual class: inhibitors; 0.076% of 410,000 active; AID 602310;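 note: potency is the fitted concentration of half-maximal effect; % is set by controls: 0 for no effect and ±100 for the full control effect; nearly all actives have a fitted effect of over 60% in size; hits raise eYFP signal because A3G escapes Vif-driven loss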
Target sequence (Q9HC16 whole entry, looked up): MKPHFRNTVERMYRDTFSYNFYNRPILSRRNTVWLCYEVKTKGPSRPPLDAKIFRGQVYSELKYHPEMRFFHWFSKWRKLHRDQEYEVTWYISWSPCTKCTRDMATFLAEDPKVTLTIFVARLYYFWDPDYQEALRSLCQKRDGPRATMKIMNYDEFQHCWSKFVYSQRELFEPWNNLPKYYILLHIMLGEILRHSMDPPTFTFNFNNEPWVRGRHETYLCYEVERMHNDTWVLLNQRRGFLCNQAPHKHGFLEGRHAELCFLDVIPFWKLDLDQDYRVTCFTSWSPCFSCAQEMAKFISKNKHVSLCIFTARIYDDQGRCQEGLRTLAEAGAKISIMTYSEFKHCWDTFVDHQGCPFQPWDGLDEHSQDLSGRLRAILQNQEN
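HeLa cells stably expressing Vif and C-terminally eYFP-tagged A3G, seeded overnight at 37 deg C, then exposed to compound by pintool overnight at 37 deg C. Rise in yellow fluorescence (Ex 488/Em 500-530, Acumen) marks blocked Vif-driven A3G degradation.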
GRP78 ERSR act – induces the endoplasmic reticulum stress response in human glioma cells | Potency, µM, inactives show at the top dose activation, actives largely listed as activators | AID 602332 | 0.02% of 420,000 active | U87-MG GRP78 promoter luciferase reporter, 16 h; note: potency is the fitted concentration of half-maximal effect; series mostly up to about 76 µM; % of control where 0% means no effect; nearly all actives have a fitted effect of over 35% in size
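Stably transfected U87-MG glioma cells carrying a GRP78-based luciferase sensor; 16 h compound incubation. Luminescence end-point read 10 min after Bright-Glo addition at room temperature.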
* hit, by the source's call; ? = inconclusive; · = no result given; & = joins results of further samples; [ ] = another dose, or the depositor's remark. Unless noted, calls come from the whole dose curve; as a rule, active = well fitted curve in the direction sought with a large enough effect; inconclusive = small, poorly fitted or top-dose-only effect, or another doubt; inactive = no such curve, though single readings can be large; an effect the other way counts as inactive or inconclusive. A portion of the library. The share of hits here may be higher or lower than overall.

SMILES	Vif-APOBEC3F blk	USP1 inh	LDHA block	PI4K2A inh	RXFP1 ag	mIDH1 inhibitor	TrxR1 substrate	Vif-APOBEC3G blk	GRP78 ERSR act
CC(=O)c1cccc(NC(=O)c2ccc3c(=O)n4c(nc3c2)CCCCC4)c1	-7%	-17%	-3	0	3.5%	2%	-5%[57.1 µM]	0%	3%
c1ccc(CCNc2ccnc3cc4ccccc4cc23)cc1	-25%	?	13	6	-0.9%	20%	65%[activator][57.1 µM]	-12%	-13%
CC(Sc1nn(-c2ccc(Cl)cc2)c(=S)s1)C(=O)NCC1CCCO1 (stereo not drawn)	3%	-27%	-4	3	1.9%	4%	1%	-2%	-1%
CCC(=O)N1CCN(c2ccc(Cl)cc2NC(=O)c2ccc(Br)o2)CC1	0%	-9%	6	-5	·	10%	1%	-1%	-4%
Cn1c(=O)c2c(nc(NCc3ccco3)n2Cc2ccc(Cl)cc2Cl)n(C)c1=O	-4%	-16%	0&0	0	0.1%	-4%	-1%	-3%	-2%
COc1ccc(CCNC(=O)C2(c3cccs3)CCOCC2)cc1	2%	5%	-4	1	1.0%	10%	0%[57.1 µM]	4%	-3%
O=C(O)CCc1[nH]c2ccccc2c1Sc1ccccc1	4%	-14%	-11	-1	0.9%	-4%	8%[57.1 µM]	-8%	-5%
Cc1cc(/C=C2/SC(=S)N(c3cccc(Cl)c3)C2=O)c(C)n1-c1cccnc1	-24%	-27%	2	2	·	-1%	4%[11.4 µM]	0%	1%
CC1=C/C(=C(\c2cc(C)c(O)c(Br)c2)c2ccccc2S(=O)(=O)O)C=C(Br)C1=O	-10%	?	10	-69*	-52%[inhibitor]	-2%	-1%	0%	-11%
CCNC(=O)c1ccccc1-c1nc(-c2ccccc2)no1	-19%	1%	-7	2	5.2%	-8%	-2%	1%	1%
CCCN1C(=O)/C(=C/c2cc(C)n(C)c2C)SC1=Nc1ccc(OCC)cc1	·	-18%	-5	-3	3.6%	8%	-4%	0%	-2%
Cc1[nH]nc2nc(SCC(=O)NCC3CCCO3)n(-c3ccc(Br)cc3)c(=N)c12 (stereo not drawn)	4%	4%	2	-2	4.3%	0%	1%	-3%	-2%
O=[N+]([O-])c1cccc(P(=O)(O)c2cccc([N+](=O)[O-])c2)c1	4%	-16%	-8	1	6.2%	-2%	0%	2%	-1%
CCCCN(CC)C(=O)c1cc2c(=O)n3cccc(C)c3nc2s1	1%&-4%	-7%&-18%	0&11&-10	-5&-3	?	6%&21%	63%&70%[activator]	-5%&-5%	2%&1%
C[C@H]1CN([C@@H](C)CO)C(=O)CCCn2cc(nn2)CO[C@@H]1CN(C)S(=O)(=O)c1ccc(-c2ccccc2)cc1	5%	-12%	2	-3	·	14%	·	-1%	-5%
CC(C)NCC(O)COc1c(F)cc(Br)cc1F (stereo not drawn)	-11%	-17%	-2	0	2.7%	10%	10%	-1%	-2%
Cc1ccc2nc(NC(=O)C3CCN(c4ncnc5sc(C)c(C)c45)CC3)sc2c1	-24%	1%	3	-1	10%	0%	-12%	0%	0%
O=C(CCCSc1ccccc1)Nc1ccc(Cl)c(S(=O)(=O)N2CCOCC2)c1	2%	-1%	1	4	-3.8%	1%	-4%	7%	-4%
CCOC(=O)/C(=N/Nc1ccc(OC)cc1)N1CCCc2ccccc21	5%	-4%	4	3	-0.2%	43%[activator]	5%[57.1 µM]	-11%	-2%
Cc1cccc(C2=NN(c3ccccc3)[C@@H](C(=O)N3CCOC3=O)[C@@H]2c2ccc(F)cc2)c1	3%	?	4	2	·	17%	38%[activator]	1%	-3%&-1%
COc1ccc(S(=O)(=O)N(C)C[C@H]2Oc3c(NC(=O)c4ccncc4)cccc3C(=O)N([C@H](C)CO)C[C@@H]2C)cc1	0%	-13%	-3	-7	·	0%	0%[57.1 µM]	2%	-1%
O=C(NCCCn1ccnc1)c1cc(-c2ccc(Cl)cc2)nc2ccccc12	-9%	4%	-4	-8	-0.8%	-2%	13%[57.1 µM]	-6%	1%
O=C(NCc1ccccc1Cl)c1[nH]c(C(F)(F)F)nc1-c1ccccc1	·	·	-3	1	·	·	·	-3%	-2%
CCC(=O)NCCc1sc2nc(-c3ccc(OC)cc3)nn2c1C	-3%	-30%	2	-5	4.4%	1%	-3%[57.1 µM]	4%	1%
COc1ccccc1OCC(=O)OC/C(O)=C(\C#N)c1nc2ccccc2[nH]1	0%	-18%	2	2	-1.6%	9%	-3%	2%	-7%

6 entries from above, ordered by their value in PI4K2A inh, high to low.
SMILES	PI4K2A inh
c1ccc(CCNc2ccnc3cc4ccccc4cc23)cc1	6
CCOC(=O)/C(=N/Nc1ccc(OC)cc1)N1CCCc2ccccc21	3
Cc1[nH]nc2nc(SCC(=O)NCC3CCCO3)n(-c3ccc(Br)cc3)c(=N)c12 (stereo not drawn)	-2
C[C@H]1CN([C@@H](C)CO)C(=O)CCCn2cc(nn2)CO[C@@H]1CN(C)S(=O)(=O)c1ccc(-c2ccccc2)cc1	-3
O=C(NCCCn1ccnc1)c1cc(-c2ccc(Cl)cc2)nc2ccccc12	-8
CC1=C/C(=C(\c2cc(C)c(O)c(Br)c2)c2ccccc2S(=O)(=O)O)C=C(Br)C1=O	-69*

(more compounds)
SMILES	Vif-APOBEC3F blk	USP1 inh	LDHA block	PI4K2A inh	RXFP1 ag	mIDH1 inhibitor	TrxR1 substrate	Vif-APOBEC3G blk	GRP78 ERSR act
c1ccc(CN=C2CCCc3ccccc3N2)cc1	-9%	-25%	-1	-2	·	12%	·	0%	-6%
CN(C)CCCCOc1cccc(Br)c1	1%	-14%	-20	-4	4.7%	2%	-1%	-4%	-6%
Cc1ccc(NC(=O)CSc2nc3nc(C)c(Cc4ccccc4)c(C)n3n2)cc1	0%	-10%	-8	-2	2.1%	-7%	1%[57.1 µM]	-4%	-3%
CC1CCCC(C)N1C(=O)CSc1nnc(-c2c[nH]c3ccccc23)o1 (stereo not drawn)	5%	5%	-10	2	1.4%	-5%	-2%[57.1 µM]	0%	7%
CCCCN(C(=O)CC1CCCCC1)c1c(N)n(CC(C)C)c(=O)[nH]c1=O	0%	-7%	-6	2	-0.2%	7%	1%	2%	-3%
COc1ccc(CN2c3c(Br)cccc3C(=O)CS2(=O)=O)cc1	-3%	-14%	1	-3	·	-4%	-5%	-5%	0%
O=C(NCc1cccc(C(F)(F)F)c1)c1ccc2sc([C@H]3C[C@H](O)[C@@H](CO)O3)nc2c1	·	·	-1	1	·	·	·	0%	-2%
CN1C[C@@H]2[C@@H]3C(=O)N(C)C(=O)[C@@H]3[C@](C)(C1=O)N2C(=O)c1ccc(C(F)(F)F)cc1	-6%	-19%	-7	-1	·	4%	2%[57.1 µM]	5%	1%
CCCn1c(=O)c2ccccc2n2c(SCc3cc(=O)oc4ccc5ccccc5c34)nnc12	3%	-18%	0	0	3.6%	6%	15%	-5%	-3%
CN1C(=O)Cc2cc(S(=O)(=O)CCC(=O)Nc3ccc(Cl)cc3)ccc21	-3%	1%	-2	0	-1.8%	15%	5%[57.1 µM]	1%	-4%
Fc1ccc(CSc2nnc(-c3ccco3)o2)cc1	1%	-15%	0	-6	0.1%	5%	1%	0%	5%
O=C(Cc1ccccc1)NN1C(=O)C2C3C=CC(C3)C2C1=O (stereo not drawn)	-17%	-5%	-4	2	0.1%	-1%	-8%	0%	0%
CCc1ccc(Nc2nn(-c3ccc(OC(F)(F)F)cc3)nc2C(C)=O)cc1	4%	-5%	-5	-4	-4.9%	0%	-2%	-3%	-1%
O=C(Nc1nc2ccc([N+](=O)[O-])cc2s1)c1ccc(S(=O)(=O)N2CCCc3ccccc32)cc1	2%	-20%	-12	1	-0.8%	-6%	-5%	2%	-2%
O=C1NC(=O)/C(=C\c2ccsc2)N1	3%	1%	-12	-1	1.7%	8%	-12%	2%	4%
CC(=O)c1sc(-c2ccccc2)cc1NS(=O)(=O)c1ccc(C)cc1	6%	-13%	1	-5	?	-9%	2%	?	-2%
COc1ccc(S(=O)(=O)N2CCCCCC2)cc1C(=O)N(C)Cc1ccccc1F	-3%	-24%	-5	3	3.8%	1%	6%	0%	-6%
COc1ccc(Cl)cc1NC(=O)CSc1nc(-c2cccs2)cc(C(F)(F)F)n1	-4%	-25%	4	-1	2.7%	6%	-1%	-7%	-3%
COc1ccc(Br)cc1CNC(=O)C1CCCN(S(=O)(=O)N2CC(C)CC(C)C2)C1 (stereo not drawn)	1%	-26%	-4	1	0.8%	13%	-13%	0%	-1%

Some values from the entries so far.
Result for `CN(C)CCCCOc1cccc(Br)c1` in Vif-APOBEC3F blk: 1%
Result for `CC1CCCC(C)N1C(=O)CSc1nnc(-c2c[nH]c3ccccc23)o1` (stereo not drawn) in Vif-APOBEC3F blk: 5%
